Chronic BCR inh: qHTS Assay to Find Inhibitors of Chronic Active B-Cell Receptor Signaling | Potency, µM (top dose mostly 46.1 µM), without a hit: at the top dose ratio change, negative = lower green/red ratio, usual class: inhibitors | ABC-DLBCL IkBa-CBG/CBR reporter, luminescence ratio, 4 h | hit rate 0.05% among 340,000; active means well fitted inhibition curve with a large enough effect in the signal ratio, with a control signal flat, not every such curve was filed as active; inconclusive means small, poorly fitted or top-dose-only effect, or effect the other way, or a change in a side signal; the % refers to the signal ratio;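 further: potency means the concentration at half of the fitted maximal effect; plate controls were basal doxycycline-induced cells for no effect and cells given 10 µM MG132 for full effect; MG132 reads +100%, hits lower the ratio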
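Doxycycline induced both beetle luciferases in TMD8 lymphoma cells; IKK-driven degradation limits the IkappaBalpha-fused green signal, while red luminescence normalises for cell number and nonspecific effects. Compounds tested up to 46 uM, 4 hrs.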
TSHR antag: Antagonists of the Thyroid Stimulating Hormone Receptor: HTS campaign; Thyrotropin receptor (Homo sapiens), P16473; TSHR-expressing cells, TSH-stimulated cAMP HTRF, 2 h; stronger effect = lower value; activity change, negative = inhibition, % at 11.5 µM; hit rate 0.2% among 330,000; AID 504810, 2011;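 active means activity change below a set negative limit, meaning inhibition stronger than a set level, cut at about -70% in these data; inconclusive means activity change between two set negative limits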; further: on the % scale 0 is the no-effect control and ±100 the full control effect
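TSHR-expressing cells were treated with compounds, then stimulated with TSH at EC80 (4nM final) for 2 hours at 37 deg C. Cellular cAMP was measured by HTRF competition between lysate cAMP and cAMP-d2 for a cryptate-labelled anti-cAMP antibody.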
ELG1 repair inh: qHTS screen for small molecules that inhibit ELG1-dependent DNA repair in human embryonic kidney (HEK293T) cells expressing luciferase-tagged ELG1; HEK293T ELG1-luciferase reporter, luminescence, 16 h; DNA damage induced by 5-fluorouridine; Potency, µM (titrated, usually from 46.1 µM), without a hit: at the highest dose activity change, negative = inhibition, usual class: inhibitors; hit rate 2.3% among 330,000; further: potency means the concentration at half of the fitted maximal effect; on the % scale 0 is the no-effect control and ±100 the full control effect; nearly all actives have a fitted effect of over 55% in size
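Quantitative HTS, concentration-response format. 2,000 cells/well co-treated with 5-fluorouridine and compound, 16 hr in 5% CO2 at 37 °C; ONE-Glo luminescence read after 30 min.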
A-T KAP1 phos: qHTS Assay for Identifying a Potential Treatment of Ataxia-Telangiectasia; Potency, µM (highest dose often 57.5 µM), for the others: at the top dose activation, usual class: activators; hit rate 0.19% among 320,000; […] A-T fibroblasts, KAP-1 phosphorylation AlphaLISA; neocarzinostatin DNA damage 30 min before lysis; further: potency means the concentration at half of the fitted maximal effect; % of control where 0% means no effect; nearly all actives have a fitted effect of over 45% in size
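ATM-like activity read as KAP-1 phosphorylation via AlphaLISA donor/acceptor antibody pairs after lysis and 6 hr at 25C. Cells were ATM-null patient fibroblasts ([…], hTERT), dosed 60 min, then exposed to the DSB inducer NCS for 30 min.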
Tb PFK inh: qHTS Assay to Find Inhibitors of T. brucei phosphofructokinase; Potency, µM (doses to about 57.5 µM), for inactives: at the highest dose activity, negative = inhibition, most hits filed as inhibitors; T. brucei PFK, ADP-Glo luminescence; ATP-dependent 6-phosphofructokinase (Trypanosoma brucei brucei), O15648; hit rate 0.17% among 330,000;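 further: potency means the concentration at half of the fitted maximal effect; 0% = uninhibited 1x PFK enzyme wells and -100% = no-enzyme wells; nearly all actives have a fitted effect of over 60% in size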
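ADP-Glo luminescence quantified ADP after 45 min at room temperature, with 1.25 nM T. brucei PFK, 0.1 mM ATP and 0.5 mM fructose-6-phosphate in pH 8.0 TEA buffer. qHTS titrations up to 57 µM; curves classified by quality.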
TCR activator: Activators of T cell receptors: qHTS campaign; primary human leukocytes, anti-CD3, IL-2 HTRF, 48 h; Potency, µM (highest dose often 9.22 µM), without a hit: at the highest dose activation of IL-2 secretion, most hits filed as activators; 330,000 tested, under 10 active; further: % of control where 0% means no effect
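Primary human leukocytes receive a-CD3 beads and test compound and are incubated 48 hr. Secreted IL-2 is then assayed by HTRF, measuring 665nm acceptor emission after 320nm excitation of the europium donor.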
Eya2 phos inh: qHTS Assay for Inhibitors of the Phosphatase Activity of Eya2. Protein phosphatase EYA2 (Homo sapiens), O00167. recombinant Eya2, OMFP fluorescence dephosphorylation (OMFP is methylfluorescein phosphate). Potency, µM (highest dose often 76.9 µM), for the others: at the top dose activity, negative = inhibition, usual class: inhibitors. hit rate 0.006% among 330,000; further: potency means the concentration at half of the fitted maximal effect; on the % scale 0 is the no-effect control and ±100 the full control effect
Target sequence (O00167 whole entry, looked up): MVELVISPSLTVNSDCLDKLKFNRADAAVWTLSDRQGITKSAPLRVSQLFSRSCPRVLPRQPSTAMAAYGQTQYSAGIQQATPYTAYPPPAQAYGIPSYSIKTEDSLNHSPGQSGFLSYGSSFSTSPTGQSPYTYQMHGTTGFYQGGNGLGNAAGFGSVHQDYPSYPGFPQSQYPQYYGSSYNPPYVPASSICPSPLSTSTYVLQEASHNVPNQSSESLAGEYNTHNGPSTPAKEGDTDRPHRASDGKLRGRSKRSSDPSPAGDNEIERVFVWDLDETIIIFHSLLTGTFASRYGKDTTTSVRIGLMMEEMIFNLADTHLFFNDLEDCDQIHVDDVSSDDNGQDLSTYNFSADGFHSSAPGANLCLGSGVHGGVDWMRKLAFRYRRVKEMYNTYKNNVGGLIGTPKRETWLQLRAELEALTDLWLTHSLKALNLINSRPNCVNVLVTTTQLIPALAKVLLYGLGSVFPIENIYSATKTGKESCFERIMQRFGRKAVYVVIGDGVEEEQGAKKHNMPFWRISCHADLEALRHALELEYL
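Eya2 protein (added as 0.2 uM solution) was preincubated with compound for 10 min at ambient temperature in 50 mM HEPES pH 7.5, 50 mM NaCl, 5 uM MgCl2, 0.05% BSA, 1 mM DTT. OMFP (added at 50 uM) then reacted 10 min; fluorescence read at 485/525 nm.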
TSG101-PTAP inh: qHTS Assay for Iinhibitors of HIV-1 Budding by Blocking the Interaction of PTAP/TSG101; Tumor susceptibility gene 101 protein (Homo sapiens), Q99816; Fluorescence polarization, FITC-PTAP peptide / Tsg101 binding; Potency, µM (series often up to 115 µM), for the others: top-dose activity change, negative = inhibition, most hits filed as inhibitors; 340,000 tested, under 10 active; active means well fitted inhibition curve with a large enough effect in the main read-out, with a control signal flat, not every such curve was filed as active; inconclusive means small, poorly fitted or top-dose-only effect, or effect the other way, or a change in a side signal; inactive means no such curve, though single readings can be large or run the other way; further: potency means the concentration at half of the fitted maximal effect; % of control where 0% means no effect
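FP read-out: FITC-PTAP peptide, 50 nM final, binding Tsg101 binding domain, 10 uM final; 20 min, r.t.; 10 mM HEPES pH 7.5, 0.15 M NaCl, 0.01% Tween 20, 3 mM EDTA, 0.1 mM TCEP.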
Mito fusion act: qHTS Assay for Small Molecule Inhibitors of Mitochondrial Division or Activators of Mitochondrial Fusion. Potency, µM (top dose mostly 46.1 µM), inactives show at the top dose growth rescue (activation), usual class: activators. hit rate 0.23% among 320,000. S. cerevisiae fusion-defective mutant growth rescue, CellTiterGlo 48 h;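 further: potency means the concentration at half of the fitted maximal effect; % of control where 0% means no effect; nearly all actives have a fitted effect of over 45% in size; temperature-sensitive fusion mutants such as fzo1-1 at 37 °C on non-fermentable ethanol glycerol medium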
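Yeast fusion mutant, YPEG (non-fermentable carbon), compound, 48 h at 37C non-permissive; CellTiterGlo added, 10 min RT, luminescence read. Rescued growth = division inhibition.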
Integrin act MD: qHTS for Activators of Integrin-Mediated Alleviation for Muscular Dystrophy | alpha7betagal myoblasts, beta-gal FDG fluorescence, 48 h | Potency, µM (top dose mostly 38.3 µM), for the others: at the top dose activation, most hits filed as activators | hit rate 0.064% among 350,000;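 further: potency means the concentration at half of the fitted maximal effect; 100% = response of the positive control SU9516; nearly all actives have a fitted effect of over 60% in size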
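alpha7betagal+/- myoblasts (passage 13, 250/well) treated 48 h at 37C with compounds at 1:260 dilution of DMSO stock. Lysed, then beta-galactosidase activity read as FDG fluorescence (ex 480/em 540) after 30 min, with pre-read for autofluorescence.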
S-ASM inh: Inhibitors of Secretory Acid Sphingomyelinase (S-ASM): qHTS; Potency, µM (top dose mostly 57.5 µM), inactives show at the highest dose activity change, negative = inhibition, hits mostly inhibitors; placental ASM, HMU-PC fluorogenic substrate, 60 min; Sphingomyelin phosphodiesterase (Homo sapiens), P17405; hit rate 0.006% among 340,000; further: potency means the concentration at half of the fitted maximal effect
Target sequence (P17405 47-631 limits assumed): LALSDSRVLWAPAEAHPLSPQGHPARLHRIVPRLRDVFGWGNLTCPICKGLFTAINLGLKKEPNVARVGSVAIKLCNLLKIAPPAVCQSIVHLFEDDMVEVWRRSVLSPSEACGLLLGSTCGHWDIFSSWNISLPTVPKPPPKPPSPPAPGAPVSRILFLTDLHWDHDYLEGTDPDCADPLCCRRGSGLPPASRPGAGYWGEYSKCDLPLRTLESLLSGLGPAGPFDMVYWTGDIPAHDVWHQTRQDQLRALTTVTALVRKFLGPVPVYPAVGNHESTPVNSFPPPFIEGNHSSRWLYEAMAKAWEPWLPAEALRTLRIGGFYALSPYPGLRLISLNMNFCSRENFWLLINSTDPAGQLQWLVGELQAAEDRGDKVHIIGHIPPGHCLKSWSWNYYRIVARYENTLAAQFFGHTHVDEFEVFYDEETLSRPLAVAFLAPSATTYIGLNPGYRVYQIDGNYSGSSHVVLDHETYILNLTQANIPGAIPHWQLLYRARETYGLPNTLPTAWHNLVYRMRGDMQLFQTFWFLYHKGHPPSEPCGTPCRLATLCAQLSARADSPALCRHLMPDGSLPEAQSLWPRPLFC
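Steps: dispense placental human ASM, pin compound, wait 10 min at room temperature, add HMU-PC0 substrate at 9 uM final, incubate 60 min at 37 °C, add stop solution raising pH to 10, read fluorescence.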
The depositor's hits bear a star; ? = inconclusive; . = not tested or not shown; [ ] = dose if it differs, or a comment. Unless noted, the call rests on the fitted dose curve; in most records, active means well fitted curve in the direction sought with a large enough effect; inconclusive means small, poorly fitted or top-dose-only effect, or another doubt; inactive means no such curve, though single readings can be large; an effect the other way counts as inactive or inconclusive.

SMILES | Chronic BCR inh | TSHR antag | ELG1 repair inh | A-T KAP1 phos | Tb PFK inh | TCR activator | Eya2 phos inh | TSG101-PTAP inh | Mito fusion act | Integrin act MD | S-ASM inh
Cc1cccc(NC(=O)CNC(=O)CN2C(=O)NC3(CCCCC3C)C2=O)c1C (centres undefined) | 0% | 3 | 14% | 4% | -22% | 1% | 1% | -1% | -2% | -10% | -2%
O=C(NNC(=O)c1ccncc1)Nc1ccc([N+](=O)[O-])cc1 | ? | 12 | 6% | 14% | ? | 3% | 6% | 1% | -16% | 9% | -1%
COCCCN(C(=S)Nc1cc(C)cc(C)c1)C(C)c1ccncc1 (centres undefined) | -7% | 9 | 16% | 2% | -2% | 3% | -1% | 2% | 6% | 20% | 5%
COc1ccccc1N1CCN(C(=O)CSc2nnc(C)n2C2CC2)CC1 | 0% | . | 14% | 12% | 1% | -1% | -16% | -7% | . | 15% | 1%
OCC1(c2cc(C(F)(F)F)n[nH]2)CCCCC1 | 3% | 1 | -10% | 9% | -2% | -8% | -9% | -1% | -2% | 21% | 1%
Cc1ccc(NC(=O)c2cc(S(=O)(=O)N3CCCCC3)ccc2N2CCOCC2)cc1F | -1% | 9 | ? | 6% | 2% | 2% | 7% | 5% | 3% | -9% | -1%
COc1cc(NC(=O)c2ccccc2)c(OC)cc1NC(=O)CN1CCCCC1 | 22% | 7 | ? | 0% | -1% | 7%[46.1 µM] | -2% | -4% | 0% | 10% | 2%
CCc1ccccc1S(=O)(=O)c1c(C)cc(C)nc1Cl | 0% | -25 | 0% | 3% | 15% | 2% | 8% | -2% | 2% | -4% | 3%
O=C(CN1C(=O)c2ccccc2S1(=O)=O)Nc1ccon1 | ? | 39 | 0% | . | -13% | -4% | 21% | -2% | -7% | 3% | 3%
Cc1ccc(N2CC(C(=O)N3CCN(Cc4ccc5c(c4)OCO5)CC3)CC2=O)cc1 (centres undefined) | 6% | -12 | -9% | -3% | 1% | 0% | 0% | -6% | -8% | -26% | 2%
COC(=O)Cn1c(=O)c2c(n(Cc3ccccc3)c1=O)N/C(=C/c1ccc(OC)cc1)C2=O | -3% | 0 | -3% | 0% | 5% | 1% | -2% | 4% | 3% | -2% | 37%
CC(=O)N/N=C(\C)c1ccc(Br)cc1Br | -9% | -3 | 11% | 1% | -30% | 1% | 7% | -1% | 1% | -1% | 4%
O/N=C/CCn1c(=S)sc2ccccc21 | 0% | -6 | ? | 11% | 3% | 7% | -6% | -2% | -2% | 9%[7.66 µM] | 2%
Cc1ccccc1NC(=O)NC(N)=O | ? | -5 | 12% | -6% | -4% | 2% | 0% | 4% | 6% | 15% | 1%
COc1ccc(C(=O)N2CCC(NC(=O)C(Cc3ccccc3OC)NC(C)=O)CC2)cc1 (centres undefined) | 3% | -2 | -3% | 4% | 0% | 1% | 4% | -3% | -2% | 26% | 4%
Cc1noc(C)c1CSc1nnc(-c2cc(Cl)ccc2Cl)n1N | -1% | -7 | 0% | 0% | 1% | 3% | -15% | -4% | 10% | 12% | -3%
CCc1ccccc1NC(=O)C1NC(=O)CC1c1ccccc1 (centres undefined) | 0% | 6 | -4% | 14% | -1% | 0% | 1% | -5% | 4% | 10% | 1%
Cc1coc2c1c(C)cc1oc(=O)c(CC(=O)NCCC(=O)O)c(C)c12 | 0% | -4 | 5% | -9% | 7% | -1% | -5% | -6% | 9% | 14% | 104%[activator]
CCC(C)NS(=O)(=O)c1cccs1 (centres undefined) | ? | 8 | 10% | -3% | -3% | -2% | -31% | -7% | -6% | -20% | 2%
Cc1csc(SCC(=O)Nc2c(C)n(C)n(-c3ccccc3)c2=O)n1 | ? | 15 | 10% | -3% | -1% | 5% | 5% | -4% | -1% | -16% | 3%
CCOC(=O)[C@H]1[C@H]2COc3ccc(Br)cc3[C@@H]2N2C(=O)N(c3ccc(F)cc3)C(=O)[C@@]12C | 0% | 0 | -8% | -2% | 7% | -2% | -2% | -5% | . | 0% | -11%
COc1ccc(S(=O)(=O)Nc2cc(C)on2)cc1OC | -20% | 15 | 17% | 9% | 3% | 2%[46.1 µM] | -11% | -4% | -1% | -5% | 1%
COCCNC(=S)NNc1ccc(Cl)c(C(=O)O)c1 | ? | 8 | -8% | 3% | -2% | -6% | ? | -8% | 2% | -6% | -7%
Cc1ccn(CC(=O)N2CCCC(N3CCN(c4cccc(Cl)c4)CC3)C2)n1 (centres undefined) | -3% | -2 | 18% | -3% | -9% | 1% | 3% | -1% | 3% | -33%[inhibitor] | 0%
COc1ccc(CCn2c(N)c(C(=O)NCc3ccco3)c3nc4ccccc4nc32)cc1OC | ? | 5 | 10µM* | 25% | 6% | 7% | -11% | -1% | 2% | -55%[inhibitor] | .
Cc1cc(N2CCN(C)CC2)nc2ccc(NC(=S)N3CCCCCC3)cc12 | 0% | 7 | 4% | -1% | -2% | 3% | -7% | -3% | -11% | -57%[inhibitor] | 68%[activator]
Cc1nn(Cc2ccccc2)c(Cl)c1/C=C/C(=O)OCC(=O)N(C)C1CCS(=O)(=O)C1 (centres undefined) | -28% | 5 | 0% | -2% | -8% | 5% | 7% | 2% | 7% | -23% | -2%
COc1ccc(Br)cc1C(=O)Nc1ccc(O)cc1 | -14% | 5 | 27% | 20% | -6% | -25% | -17% | -4% | 2% | -4% | 1%
CN(C)CC[n+]1ccc(C(=O)c2ccccc2)cc1 | 3% | 3 | -23% | -5% | 2% | . | -9% | 1% | -6% | 21% | 0%
CCOC(=O)Cn1c(Br)nc2c1c(=O)[nH]c(=O)n2C | 6% | 4 | -1% | 0% | -9% | . | -18% | -2% | -2% | 11% | 6%
O=C(c1ccc(NC(=S)Nc2ccc(F)cc2F)cc1)N1CCOCC1 | -7% | 2 | -7% | 5% | -6% | 0% | -6% | -5% | 6% | -14% | 3%
O=c1[nH]c(C2CCN(S(=O)(=O)c3ccccc3F)CC2)nc2c1nnn2Cc1ccc2c(c1)OCCO2 | 0% | -16 | -9% | 2% | 0% | -12% | -6% | 1% | 1% | 24% | -10%

Sorted by length of the SMILES (descending): 3 of the compounds above
SMILES | Chronic BCR inh | TSHR antag | ELG1 repair inh | A-T KAP1 phos | Tb PFK inh | TCR activator | Eya2 phos inh | TSG101-PTAP inh | Mito fusion act | Integrin act MD | S-ASM inh
COc1ccc(CCn2c(N)c(C(=O)NCc3ccco3)c3nc4ccccc4nc32)cc1OC | ? | 5 | 10µM* | 25% | 6% | 7% | -11% | -1% | 2% | -55%[inhibitor] | .
Cc1ccc(N2CC(C(=O)N3CCN(Cc4ccc5c(c4)OCO5)CC3)CC2=O)cc1 (centres undefined) | 6% | -12 | -9% | -3% | 1% | 0% | 0% | -6% | -8% | -26% | 2%
CCOC(=O)Cn1c(Br)nc2c1c(=O)[nH]c(=O)n2C | 6% | 4 | -1% | 0% | -9% | . | -18% | -2% | -2% | 11% | 6%

Full records, looked up by structure. Screens in order: Chronic BCR inh, TSHR antag, ELG1 repair inh, A-T KAP1 phos, Tb PFK inh, TCR activator, Eya2 phos inh, TSG101-PTAP inh, Mito fusion act, Integrin act MD, S-ASM inh
Cc1cc(N2CCN(C)CC2)nc2ccc(NC(=S)N3CCCCCC3)cc12 in the list: 0%, 7, 4%, -1%, -2%, 3%, -7%, -3%, -11%, -57%[inhibitor], 68%[activator]
O=C(c1ccc(NC(=S)Nc2ccc(F)cc2F)cc1)N1CCOCC1 in the list: -7%, 2, -7%, 5%, -6%, 0%, -6%, -5%, 6%, -14%, 3%
